Growth percent in the NCI-60 one-dose screen (48 h, 10 µM unless noted): 100 = growth as untreated, 0 = no growth, -100 = all killed.
HL-60(TB) = HL-60(TB) leukemia cells; hit rate 9% among 78,000; active = growth percent below 10
Active calls of the source: *; & = joins results of further samples; [ ] = remark or other dose. An excerpt (hit frequency here may not be typical).

SMILES	HL-60(TB)
COc1cc(-c2nc(-c3ccccc3)[nH]c2-c2ccnc(NCCCNS(=O)(=O)c3ccccc3)n2)ccc1Cl	101
N#CC1=C(N)Oc2c(ccc3ccccc23)C1c1ccc(Cl)cc1Cl (stereo unspecified)	99
COC(=O)CC[C@@H]1O[C@@H](c2ccccc2)[C@@H](O)[C@H]1O	107
CC(=O)CCC(CCC(C)=O)(CCC(C)=O)[N+](=O)[O-]	103
Cc1ccc(CSCCC(=O)Nc2cc(C(=O)Nc3cc(C(=O)NCCCN(C)C)n(C)c3)n(C)c2)cc1	98
Cn1c(=O)[nH]c(Cl)c([N+](=O)[O-])c1=O	81
CCc1cccc(CC)c1NC(=O)OCCN(CC)CC	102
Cn1ccn(CCCCCCn2ccn(C)c2=S)c1=S	100
COc1cc(C(=O)OC(C)CC(C)C)cc(OC)c1O (stereo unspecified)	105
CCCCC1COc2cccc3c(SCC(=O)n4ccc5ccccc54)cc[n+]1c23 (stereo unspecified)	105
COc1ccc(NC(=O)C2=C(C)Nc3ncnn3C2c2ccc(F)cc2)cc1 (stereo unspecified)	113
COc1cc2cc(Oc3ccc(NC(=O)Nc4ccc(Cl)c(C(F)(F)F)c4)cc3)c(C)nc2cc1OC	-41*

The last two entries of the part before open the next one:
SMILES	HL-60(TB)
COc1ccc(NC(=O)C2=C(C)Nc3ncnn3C2c2ccc(F)cc2)cc1 (stereo unspecified)	113
COc1cc2cc(Oc3ccc(NC(=O)Nc4ccc(Cl)c(C(F)(F)F)c4)cc3)c(C)nc2cc1OC	-41*
CC/C(=C/c1cc(OC)ccc1O)c1ccc2cc(OC)ccc2[o+]1	6.9*
C=CC(C)(O)CC (stereo unspecified)	125
CC(=O)C1=C(C)NC(SCC(=O)Nc2ccc(S(N)(=O)=O)cc2)=NC1c1ccc(Cl)cc1 (stereo unspecified)	98
Nc1cccc(NC(=O)C(=O)Nc2cccc(N)c2)c1	98
FC(F)(F)c1cc(-c2nnc3n2N=C(Cl)CS3)cc(C(F)(F)F)c1	93
CN(C)c1ncc(C#Cc2c(F)cccc2F)c2ccccc12	60
Cc1nc2ncnc(Cl)c2[nH]1	75
N#Cc1cccc(-c2c(-c3ccc4ccccc4c3)oc3ccccc3c2=O)c1	6.2*
O=C(Nc1nc2ccccc2s1)Nc1ccccc1C(=O)O	100
N#CC(C#N)=Cc1ccccc1F	98
Clc1ccc(-c2cnnn2-c2nonc2-n2cccc2)cc1	102
CCOc1ccc(C2N(c3cc(OC)c(OC)c(OC)c3)C(=O)C2(F)F)cc1 (stereo unspecified)	-16*
CCOC(=O)C1(c2ccccc2)CCN(CC(O)c2ccc(NC(C)=O)cc2)CC1 (stereo unspecified)	121
Cc1ccc(NC(=O)C23C4C5C2C2C3C4C52CN2CCN(C)CC2)cc1Nc1nccc(-c2cccnc2)n1 (stereo unspecified)	102
Fc1ccc2nc(-c3cc(-c4ccc5c(c4)OCO5)n[nH]3)[nH]c2c1	14
COc1cc(-c2nc(N=Nc3c(O)[nH]c4ccccc34)[nH]c(=O)c2C#N)cc(OC)c1OC	100
COc1ccc(/C(C)=N/N=C2C(=O)Nc3ccc(F)cc32)cc1S(N)(=O)=O	90
Cc1nc2ncc(-c3nnc(SCc4ccccc4)o3)c(=O)n2[nH]1	83
O=C(O)C1CC1(Cl)Cl (stereo unspecified)	115
CCCc1ccccc1[N+](=O)[O-]	94
NC(N)=NC(N)=Nc1cc2ccccc2c2ccccc12	29
COC1OC(CO)C2OC(C)(C)OC12 (stereo unspecified)	96
CCOC(=O)C1=C(C)Nc2nc3ccccc3n2C1c1ccccc1 (stereo unspecified)	86
C#CCOc1ccc(/C=N/Nc2nc(-c3cc4cc(I)ccc4oc3=O)cs2)cc1	91
N#CC(NCc1cccc(CNC(C#N)c2ccccc2)c1)c1ccccc1 (stereo unspecified)	95
O=C(N/N=C/C=C/c1ccc([N+](=O)[O-])o1)c1cc2ccccc2cc1O	3.5*
C(/C=C/c1ccccc1)=C1c2ccccc2-c2ccccc21	88
CCCCC[C@H](O)C/C=C1/C(=O)C=C[C@@H]1C/C=C\CCCC(=O)O	91
Cc1nn(-c2ccc(Cl)cc2)c2ncnc(N/N=C/c3cccc(F)c3)c12	83
COc1ccc(C2=Nc3nc(-c4ccccc4)cc(=O)n3NC3=C2C(=O)CC(C)(C)C3)cc1	88
CC1=C(O)C(=O)C(c2c(C)cc(C)c(Br)c2C)=C(O)C1=O	53
O=C(CSc1nnc(-c2ccc(NC(=O)c3cccnc3)cc2)o1)N[C@@H](Cc1ccccc1)C(=O)O	98
COc1cc(C2Cc3cnccc3-c3[nH]c(=O)c4ccncc4c32)cc(OC)c1OC (stereo unspecified)	102
COc1ccc(C(O)c2ccc(OC)cc2)cc1	107
COc1ccc2[nH]cc(/C=C3/C(=O)Nc4ccc(F)cc43)c2c1	97
Cc1c2cccc(F)c2c[n+]2ccccc12	89
O=C(O)c1c[nH]n2c(=S)ncnc12	104
CS(=O)(=O)c1ccc(-n2nc(C(=O)Nc3ccc(S(N)(=O)=O)cc3)cc2-c2ccccc2)cc1	97
C[C@@H](C[C@H](CCOC(=O)N1CCOCC1)c1ccccc1)c1csc2ccccc12	122
C=CC(=O)Nc1cccc(Nc2nc(Nc3ccc(OCCOC(F)F)cc3)ncc2F)c1	20
Cc1c(Cl)cccc1N1C(=O)C=CC1=O	99
Nc1nc(Sc2ccccc2)c2c(n1)C(=O)NCC2	85
Cc1ccc(N=C(N)NC#N)cc1C	103
CSc1c2c([nH]c(=O)c1C#N)-c1ccccc1CC2	95[100 µM]
CCCCc1ccncc1	108
O=C(O)C(=Cc1ccc(Cl)cc1Cl)C(=O)O	99
CN(C)c1ccc(/C=C\c2ccnc3ccccc23)cc1	26
NC(=O)C(O)(c1ccccc1)c1ccccc1	99

Arranged by molecular weight (low to high): 18 of the compounds above
SMILES	HL-60(TB)
Cc1ccc(N=C(N)NC#N)cc1C	103
O=C(O)c1c[nH]n2c(=S)ncnc12	104
Cc1c2cccc(F)c2c[n+]2ccccc12	89
Cc1c(Cl)cccc1N1C(=O)C=CC1=O	99
NC(=O)C(O)(c1ccccc1)c1ccccc1	99
COc1ccc(C(O)c2ccc(OC)cc2)cc1	107
O=C(O)C(=Cc1ccc(Cl)cc1Cl)C(=O)O	99
CSc1c2c([nH]c(=O)c1C#N)-c1ccccc1CC2	95[100 µM]
Nc1nc(Sc2ccccc2)c2c(n1)C(=O)NCC2	85
COc1ccc2[nH]cc(/C=C3/C(=O)Nc4ccc(F)cc43)c2c1	97
CC1=C(O)C(=O)C(c2c(C)cc(C)c(Br)c2C)=C(O)C1=O	53
Cc1nn(-c2ccc(Cl)cc2)c2ncnc(N/N=C/c3cccc(F)c3)c12	83
COc1cc(C2Cc3cnccc3-c3[nH]c(=O)c4ccncc4c32)cc(OC)c1OC (stereo unspecified)	102
C[C@@H](C[C@H](CCOC(=O)N1CCOCC1)c1ccccc1)c1csc2ccccc12	122
COc1ccc(C2=Nc3nc(-c4ccccc4)cc(=O)n3NC3=C2C(=O)CC(C)(C)C3)cc1	88
C=CC(=O)Nc1cccc(Nc2nc(Nc3ccc(OCCOC(F)F)cc3)ncc2F)c1	20
CS(=O)(=O)c1ccc(-n2nc(C(=O)Nc3ccc(S(N)(=O)=O)cc3)cc2-c2ccccc2)cc1	97
O=C(CSc1nnc(-c2ccc(NC(=O)c3cccnc3)cc2)o1)N[C@@H](Cc1ccccc1)C(=O)O	98

Next section:
SMILES	HL-60(TB)
NNC(=O)/C(=C\c1ccccc1[N+](=O)[O-])CC(=O)c1ccc(Cl)c(Cl)c1	87
Cn1cc(-c2cc(N)n3nc(-c4cn(C)c5ccccc45)cc3n2)c2cc(Cl)ccc21	-26*
O=C(O)C(Nc1ccc2nc3n(c(=O)c2c1)CCC3)c1ccc(F)cc1 (stereo unspecified)	103
CC1(C)OB(c2ccc(CSc3ncnc4nc[nH]c34)cc2)OC1(C)C	74
COc1ccc(CNc2ccc3nc(CCC4CCCCC4)[nH]c3c2)cc1	55
NC(=O)CSc1nc2ccccc2c(=O)n1CCc1ccc(S(N)(=O)=O)cc1	103
O=c1nc(-c2ccc(Cl)cc2Cl)cc(-c2ccco2)[nH]1	98
CNc1cc(-c2ccc(S(=O)(=O)Nc3ccc4c(c3)N(C(=O)C3CC3)CCC4)cc2)nc(N)n1	150
C#CC[C@@H]1C[C@]2(C)[C@H]3CC[C@@H]4[C@H]5[C@H](C(=C)C)CC[C@]5(C(=O)O)CC[C@@]4(C)[C@]3(C)CC[C@H]2C(C)(C)[C@H]1O	44
O=C(O)c1c(O)ccc2ccccc12	110
COC(=O)c1nc(=S)[nH]c(C(=O)OC)c1C(=O)c1ccc(O)cc1O	104
COc1ccc(C2C(C#N)=C(c3c[nH]c4ccccc34)Nc3nc(N)nc(N)c32)cc1 (stereo unspecified)	52
COc1cc(-c2nn(-c3ccc(NC(=O)CN(C)C)cc3)cc2-c2ccncc2)ccc1Cl	109
CSc1nc(-c2cccc(C)c2)c2cc(-c3ccccc3)n(C)c2n1	-16*
COc1ccc(C2Nc3nc(SC)nc(N)c3N=C3c4ccccc4CCC32)cc1 (stereo unspecified)	71
CCCCCCC(=O)Nc1ncc(Cc2ccc(C)cc2)s1	-18*
CCCCNC(=O)c1ccc([N+](=O)[O-])cc1	102
COc1ccc(C2SCC(=O)N2CCc2cccs2)cc1 (stereo unspecified)	130
COC(=O)CCCNc1c(-c2c(O)c(O)cc3c(O)c(-c4c(C)cc5c(-c6nc7ccccn7c6NCCCC(=O)OC)c(O)c(O)cc5c4O)c(C)cc23)nc2ccccn12	92
CN(C)CCN(Cc1ccccc1)c1ccccn1	105&101
CCCCCCC[C@@H](O)CC(=O)N[C@@H](CC(C)C)C(=O)N[C@@H](CC(C)C)C(=O)N[C@H](CCC(N)=O)C(=O)N[C@@H](CC(C)C)C(=O)N[C@H](CO)C(=O)N[C@H](C(=O)N[C@H](CC(C)C)C(=O)N[C@@H](CC(C)C)C(=O)O)[C@@H](C)CC	94
CNC(=O)c1cc(Oc2ccc3nc(NC(=O)Nc4cccc(OC(F)(F)F)c4)sc3c2)ccn1	63
O=C(CCc1nnc2sc(Cc3ccccc3Cl)nn12)c1nc2ncccc2[nH]1	116
CCCCOC(=O)c1ccc(NC(=O)CCN2CCOCC2)cc1	95
O=C(OCOC(=O)c1cccc2ccccc12)c1cccc2ccccc12	74
CN(C)S(=O)(=O)c1ccccc1N=C=S	97
CCn1cc(C(=O)O)c(=O)c2cc(F)c(N3CCN(C(=O)c4ccccc4)C(C)C3)c(F)c21 (stereo unspecified)	112
CN(C)CC(C)(CN(C)C)C(=O)/C=C/c1c(Cl)cccc1Cl	-5.3*
CC(C)(C)c1cc(C(=O)N2CCC[C@H]2C(=O)NCCN)cc(C(C)(C)C)c1	93
NC(=O)c1cc(Cl)ccc1NS(=O)(=O)c1ccccc1	75
COc1cc(/C=C/c2cc(O)c3cc(C(C)=O)c(=O)oc3c2)cc2c1O[C@]1(C)CC[C@@H](O)C(C)(C)[C@H]1C2	4.6*
COc1ccc(OCC(O)CN2CCN(c3ccc(Cl)cc3)CC2)cc1 (stereo unspecified)	105
CCOC(=O)C1C(=O)N(c2ccccc2CC)C(=O)C(C#N)=C1c1ccc(Cl)cc1 (stereo unspecified)	144
COc1ccc(C2NCCc3c2[nH]c2ccccc32)cc1CN1CCN(c2ccc(F)cc2)CC1 (stereo unspecified)	25
CCOC(=O)CC1CSC(N/N=C/c2ccccc2F)=N1 (stereo unspecified)	95
c1ccc(NN=C2c3ccccc3-c3ccccc32)cc1	98
CCOC(=O)/C=C1\S/C(=N\Nc2cc(=O)[nH]c3ccc(Br)cc23)N(c2ccccc2)C1=O	-12*
O=C(NCCCl)Nc1ccc(Cl)cc1	111
CC(CN(C)C)Oc1ccccc1NC1=C(Cl)C(=O)C(Nc2ccccc2OC(C)CN(C)C)=C(Cl)C1=O (stereo unspecified)	-42*
COC(=O)C(c1ccccc1)N1CCCCCC1 (stereo unspecified)	100
Cc1ccc(NC(=O)c2cc3ccccc3cc2O)c(C)c1	54
O=C1N=C(N2CCOCC2)S/C1=C\c1cn(-c2ccccc2)nc1-c1ccccc1	105
Nc1cc(OCc2ccccc2)ccc1OCc1ccccc1	97
CC(=C\c1ccccc1)/C=C1\C(=O)NC(=S)N1C=C1C(=O)NC(=O)NC1=O	97
COc1cc(/C=C/c2nnc3c4ccccc4cnn23)cc(OC)c1OC	91
CC(C)(C#N)N1CCN(c2ccccc2)CC1	99
Cc1cc(Nc2cccc(F)c2)nc(NCc2ccccc2)n1	24
NS(=O)(=O)c1ccc(N2C(=O)/C(=C/c3ccc(F)cc3)N=C2c2ccccc2)cc1	91
CN(C)c1ccc(/C=N/Nc2nnc3n2N=C(c2ccc(Cl)cc2)CS3)cc1	91
Fc1c[c-]c(-c2ccccn2)c(F)c1.[CH3-].[Pt+2].c1ccc(P(C[PH+](c2ccccc2)c2ccccc2)c2ccccc2)cc1	-24*
CCNC(=O)Oc1ccc(/C(=C(\C)c2ccc(Cl)cc2)c2ccc(OCCN(CC)CC)cc2)cc1	24
Cc1cc(-c2ccccc2)n(N2C(=O)CSC2c2ccc(Cl)cc2)c(=S)n1 (stereo unspecified)	95
COc1ccc2[nH]c(=O)cc(-n3nc(C#N)c(C#N)c3N)c2c1	92
COC1=C(S(N)(=O)=O)C2NS(=O)(=O)c3cnccc3N2C=C1 (stereo unspecified)	91
CC(C)(COC(=O)C(c1ccccc1)c1ccccc1)CN1CCOCC1	109
CCCN1[C@@H]2CC[C@H]1/C(=C\c1ccc(OC)cc1OC)C(=O)/C2=C/c1ccc(OC)cc1OC	33
COC(=O)/C=C1\CCC(C(=O)NCc2ccc(Cl)cc2Cl)N1C (stereo unspecified)	62
COc1ccc(/C=C/C(=O)c2ccc(OC)c(OC)c2)cc1	50
CCN(CC)CCSC(=O)c1ccc([N+](=O)[O-])cc1	88
O[C@H](c1ccccc1)[C@@H](c1ccccc1)N1CCOCC1	103
O=C(O)C(O)c1cccc([N+](=O)[O-])c1 (stereo unspecified)	86
CCCCOCCOC(=O)C1OC1(C)c1ccccc1 (stereo unspecified)	103
S=C(Nc1ccccc1)N1CCCCC1	93
